Screens: PubChem, National Center for Advancing Translational Sciences (NCATS)
CCT modulator = cytosolic chaperonin activity modulation; purified chaperonin ATPase assay, HTRF ADP detection, 30 min; 0.3% of 360,000 active; activity change, % (no concentration beside the values), hits read low; in the data active means activity change below about -30%; further: on the % scale 0 is the no-effect control and ±100 the full control effect
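ATPase activity: ADP formed was measured by HTRF Transcreener (665/615 nm ratio) after 30 min at 37 deg C with 10 uM ATP. Compounds screened at one 76 uM concentration against 40 or 20 nM TRiC in Tris pH 7.4/KCl/MgCl2/DTT buffer.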
PLK1 PBD block = PLK1 (human) polo-box domain binding inhibition. 2.8% of 360,000 active. AID 720504. Plk1 PBD binding of FITC phosphopeptide, fluorescence polarization. Potency, µM, without a hit: max response, negative = inhibition, actives largely listed as inhibitors; further: potency means the concentration at half of the fitted maximal effect; series mostly up to about 57 µM; on the % scale 0 is the no-effect control and ±100 the full control effect; nearly all actives have a fitted effect of over 65% in size
EPAC1 antagonist = antagonists of human EPAC1; O95398; EPAC1 GEF assay, Rap1b-BODIPY-GDP exchange fluorescence; Potency, µM (top dose mostly 115 µM), without a hit: at the highest dose activity change, negative = inhibition, actives largely listed as inhibitors; 0.14% of 360,000 active;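 further: potency means the concentration at half of the fitted maximal effect; plate controls were vehicle for no effect and positive control for full effect; nearly all actives have a fitted effect of over 50% in size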
Target sequence (O95398 whole entry, looked up): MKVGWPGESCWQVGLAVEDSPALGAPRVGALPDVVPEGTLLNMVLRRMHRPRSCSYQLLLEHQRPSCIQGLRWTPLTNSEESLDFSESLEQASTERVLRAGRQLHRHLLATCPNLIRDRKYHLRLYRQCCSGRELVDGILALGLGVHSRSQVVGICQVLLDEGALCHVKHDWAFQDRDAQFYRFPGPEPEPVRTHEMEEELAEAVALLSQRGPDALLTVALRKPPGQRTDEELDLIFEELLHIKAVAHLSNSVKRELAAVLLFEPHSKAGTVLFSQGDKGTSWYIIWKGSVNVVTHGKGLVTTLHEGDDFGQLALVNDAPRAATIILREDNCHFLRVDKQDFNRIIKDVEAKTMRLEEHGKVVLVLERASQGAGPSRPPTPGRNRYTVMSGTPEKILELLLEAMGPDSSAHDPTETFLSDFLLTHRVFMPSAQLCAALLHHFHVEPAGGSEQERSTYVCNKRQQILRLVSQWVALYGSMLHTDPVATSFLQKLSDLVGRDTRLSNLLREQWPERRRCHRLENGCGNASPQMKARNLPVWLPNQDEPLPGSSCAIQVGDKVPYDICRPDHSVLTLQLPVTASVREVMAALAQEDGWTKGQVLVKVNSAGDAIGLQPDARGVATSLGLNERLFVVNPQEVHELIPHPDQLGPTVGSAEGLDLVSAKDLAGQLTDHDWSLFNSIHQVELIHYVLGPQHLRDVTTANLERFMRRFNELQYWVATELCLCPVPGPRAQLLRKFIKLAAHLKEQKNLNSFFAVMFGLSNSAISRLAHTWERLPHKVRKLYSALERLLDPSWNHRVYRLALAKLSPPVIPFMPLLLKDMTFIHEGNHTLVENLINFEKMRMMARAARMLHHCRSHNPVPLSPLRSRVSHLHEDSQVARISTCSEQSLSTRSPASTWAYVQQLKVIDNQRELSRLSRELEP
EPAC1 ag = EPAC1 (human) agonism | O95398 | EPAC1 agonist qHTS, biochemical assay; response scale: 100% = response to 6.5 mM cAMP | Potency, µM (series often up to 154 µM), without a hit: at the top dose activation, hits mostly activators | 0.073% of 360,000 active | AID 720707; further: potency means the concentration at half of the fitted maximal effect; nearly all actives have a fitted effect of over 60% in size
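Compounds were pinned as a concentration titration into mixtures of EPAC1 (100 nM), BODIPY-GDP-loaded Rap1B (250 nM) and GDP (50 uM). After 5 min at room temperature, fluorescence was followed for 30 min; activity was scaled to 6.5 mM cAMP.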
IL-2 act = IL-2 activation | 0.065% of 360,000 active | AID 652025 | activation, % (series mostly up to about 46 µM) | IL-2 activation reporter assay, cell-based qHTS; stimulated with anti-CD3/CD4/CD28 beads; in transgenic mouse T cells; in the data active means activation above about 50%; inconclusive means mostly about 30% to 49%; further: 0% is about no effect
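Unstimulated transgenic mouse T cells; 60-min compound exposure; bead-based TCR/CD4/CD28 stimulation; 18 h culture, 37 degrees C; dual fluorescence (EGFP, DsRed) plate cytometry.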
EPAC2 agonist = activates human EPAC2 exchange factor; AID 720711; Potency, µM (titrated, usually from 154 µM), for the others: top-dose activation, usual class: activators; EPAC2 activation, biochemical qHTS; response scale: 100% = 6.5 mM cAMP response; 0.079% of 360,000 active; further: potency means the concentration at half of the fitted maximal effect; nearly all actives have a fitted effect of over 50% in size
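Each well held 100 nM EPAC2, 250 nM RAP1B-BODIPY-GDP and 50 uM GDP. Fluorescence, read at 5-min intervals to 30 min, was referenced to a 6.5 mM cAMP positive control.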
PI5P4Ka inh = blocks human PI5P4K alpha kinase activity; P48426; 1.2% of 330,000 active; PI5P4Kalpha enzyme, ADP-Glo luminescence, 60 min; active compounds read low; max response, %; active means max response of -50% or lower; inconclusive means between -30% and -50%; inactive means -30% or higher; further: value at the top dose of about 77 µM; on the % scale 0 is the no-effect control and ±100 the full control effect
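Single end-point luminescence (ADP-Glo) quantified ADP from PI5P4Kalpha turnover; ATP 5 microM final, 1 h at RT, 0.1% CHAPS and 0.28 mM EGTA in HEPES pH 7.4.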
WRN inhibitor = inhibitors of human WRN helicase. Q14191. AID 651768. WRN helicase unwinding, fluorescent forked duplex, kinetic. Potency, µM (top dose mostly 114 µM), for inactives: top-dose activity change, negative = inhibition, most hits filed as inhibitors. 0.46% of 360,000 active; further: potency means the concentration at half of the fitted maximal effect; on the % scale 0 is the no-effect control and ±100 the full control effect; nearly all actives have a fitted effect of over 55% in size
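WRN at 20 nM final preincubated with compound 15 min at room temperature; reaction started with 100 nM fluorophore/quencher forked duplex oligonucleotide and 2 mM ATP final. Unwinding followed kinetically by red fluorescence (ex 525, em 598 nm).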
Starred values were filed as active, the others as inactive; ? = inconclusive; / = not tested or not shown; [ ] = remark or other dose. Unless noted, the call rests on the fitted dose curve; in most records, active means well fitted curve in the direction sought with a large enough effect; inconclusive means small, poorly fitted or top-dose-only effect, or another doubt; inactive means no such curve, though single readings can be large; an effect the other way counts as inactive or inconclusive.

CCT modulator	PLK1 PBD block	EPAC1 antagonist	EPAC1 ag	IL-2 act	EPAC2 agonist	PI5P4Ka inh	WRN inhibitor	Structure
-1.6	55%[activator]	2%	20%	-1.4	?	-4	?	CN(C)c1ccc(/C=C(\C#N)C(=O)c2ccccc2)cc1
-0.8	-2%	3%	-6%	-0.1	3%	1	-6%	Cc1nc(Oc2ccccc2)c2ccccc2n1
-2.7	?	11%	-3%	-0.6	-5%	-55*	?	COc1cccc(/C=N/N2C(=O)CSC2=S)c1O
-2.2	-5%	?	5%	6.3	4%	13	-25%[57.1 µM]	Cc1ccc(NC(=O)C(C)c2ccc([N+](=O)[O-])cc2)cc1Cl (stereo not drawn)
-0.3	-2%	-18%	-21%	-0.8	-4%	1	?	COc1cc(-c2cnc3c(NC=O)cc(-c4cccc(C(F)(F)F)c4)cn23)cc(OC)c1OC
-0.6	-2%	-5%	-8%	-4.0	-2%	2	-5%	COc1ccc(OC)c2[nH]c(=O)c(CCNC(=O)c3cccs3)cc12
-2.6	-16%	12%	6%	-4.3	5%	-5	-3%	Cc1ccc(S(=O)(=O)N2CCOCC2)cc1C(=O)N1CCOCC1
-4.2	-2%	-1%	3%	-0.8	-7%	5	-27%	CCC1(CC)NC(=O)N(CC(=O)N2CCN(S(=O)(=O)c3cccc(F)c3)CC2)C1=O
-1.4	-3%	4%	10%	-2.9	6%	-7	-5%[57.1 µM]	COc1ccc(-c2cc3cccc(OC)c3oc2=O)cc1
2.0	-8%	8%	-5%	-0.3	8%	-1	-8%	CCCNC(=O)C1(C)CCN(C(=O)c2ccc(C)c(F)c2)C1 (stereo not drawn)
-2.9	-10%	-21%	5%	-1.3	10%	-10	7%	O=C(CN(Cc1ccccc1Cl)C(=O)CNS(=O)(=O)c1ccccc1)NCC1CCCO1 (stereo not drawn)
-2.5	-4%	18%	11%	-0.5	9%	/	-3%	O=C(c1cccc(F)c1)N1CCN(C2CCCCC2)CC1
-1.7	5%	7%	-18%	-0.1	5%	-5	8%	CCOC(=O)C1(C)CCN1C(=O)c1cccc(C#N)c1 (stereo not drawn)
1.9	-7%	-7%	-6%	-4.0	1%	-4	8%	CCC(=O)Nc1ccc(N2CCN(S(C)(=O)=O)CC2)cc1
-0.5	2%	-2%	-8%	0.3	-10%	7	-4%	COc1ccc(/C=C/C(=O)NCc2ccc3c(c2)OCO3)cc1OC
-2.1	9%	-16%	-2%	0.0	6%	-5	1%	Cc1cc(NC(=O)CN2C(=O)CCSc3ccccc32)no1
-0.1	0%	-28%	1%	0.8	1%	-24	-3%	C/C(CCc1ccc2c(c1)OCO2)=N\N=C1\NC(=O)CC(C(=O)Nc2ccc(C(=O)O)cc2)S1 (stereo not drawn)
7.9	-12%	-5%	-4%	-0.5	-4%	6	2%	CC(C)N(Cc1nc(-c2ccc(Cl)cc2)no1)Cc1nccn1C
0.9	3%	-1%	-8%	-0.2	13%	-21	3%	COc1ccc(CCCNC(=O)C2(C)Cc3c(-c4ccc(NC(C)=O)cc4)ccnc3O2)cc1 (stereo not drawn)
-0.2	-21%	22%	-2%	-2.6	0%	/	2%	CC(C)(C)C(=O)NNC(=O)CCCOc1ccc(Cl)cc1Cl
-1.1	-6%	-4%	-22%	-1.4	3%	8	-5%	CN(C)CCCN(C(=O)c1ccc(S(=O)(=O)N2CCCCCC2)cc1)c1nc2cc3c(cc2s1)OCCO3
0.1	2%	-10%	-23%	-6.7	-7%	22	-5%	Cc1cccc(C(=O)OCC(=O)c2c(N)n(CC(C)C)c(=O)n(C)c2=O)c1O
0.8	1%	0%	1%	-0.4	-9%	5	-17%	CCOc1ccccc1NC(=O)c1ccc(S(=O)(=O)N(C)C)cc1
1.2	-4%	8%	-15%	-0.1	-3%	4	-2%	Cn1c(=O)c2c(nc(SCc3nc(N)nc(N4CCCCC4)n3)n2C)n(C)c1=O
-1.4	-4%	9%	-4%	-1.5	0%	?	-13%[57.1 µM]	CC1CN(c2ccccc2)C(=O)CS1 (stereo not drawn)

Exported as a markdown table: entries from further up
| canonical_smiles | CCT modulator | PLK1 PBD block | EPAC1 antagonist | EPAC1 ag | IL-2 act | EPAC2 agonist | PI5P4Ka inh | WRN inhibitor |
| --- | --- | --- | --- | --- | --- | --- | --- | --- |
| COc1cc(-c2cnc3c(NC=O)cc(-c4cccc(C(F)(F)F)c4)cn23)cc(OC)c1OC | -0.3 | -2% | -18% | -21% | -0.8 | -4% | 1 | ? |
| COc1ccc(/C=C/C(=O)NCc2ccc3c(c2)OCO3)cc1OC | -0.5 | 2% | -2% | -8% | 0.3 | -10% | 7 | -4% |
| CCC1(CC)NC(=O)N(CC(=O)N2CCN(S(=O)(=O)c3cccc(F)c3)CC2)C1=O | -4.2 | -2% | -1% | 3% | -0.8 | -7% | 5 | -27% |

Going on with the list.
CCT modulator	PLK1 PBD block	EPAC1 antagonist	EPAC1 ag	IL-2 act	EPAC2 agonist	PI5P4Ka inh	WRN inhibitor	Structure
-22	-5%	-7%	20%	-2.8	1%	/	-8%	COc1cccc(-c2nc(NC(C)(C)C)c3ccccc3n2)c1O
-0.7	-4%	6%	1%	-2.9	8%	11	-5%	Nc1ccc(S(=O)(=O)NCC(=O)OCCOc2ccccc2)cc1[N+](=O)[O-]
-1.5	-1%	-8%	-2%	0.9	-7%	4	-1%	CC1CCCC(NC(=O)COC(=O)c2ccc3c(c2)OCCO3)C1C (stereo not drawn)
0.3	-2%	9%	5%	-3.9	15%	2	1%	O=C(Cn1cc(C(=O)c2cccs2)c2ccccc21)NCc1ccc2c(c1)OCO2
2.3	-10%	-14%	6%	-4.3	12%	-8	-7%	Cc1ccc(NS(=O)(=O)c2cc(NC(=O)C(C)Oc3ccccc3)ccc2C)c(C)c1 (stereo not drawn)
-0.3	-13%	-12%	2%	-1.9	1%	-1	12%	CC(=O)Nc1ccc(NC(=O)C(C)OC(=O)CSc2ccc(Br)cc2C)cc1 (stereo not drawn)
-0.1	-4%	-24%	-3%	-0.2	7%	-1	-6%	COc1ccc(C(N)c2csc(Nc3ccc(C(=O)NCCCO)cn3)n2)cc1 (stereo not drawn)
-0.7	-11%	-13%	-16%	-0.2	-14%	-5	-13%	CCCCNC(=O)C1=C(N)C(C(=O)Nc2ccc(C)c(S(=O)(=O)N3CCCCC3)c2)SC1=Nc1ccc(C)cc1C (stereo not drawn)
-2.1	-11%	-8%	4%	-5.0	16%	-6	0%	Cc1c(-c2ccccc2)nnn1-c1ccc(F)cc1F
-2.0	-6%	-1%	2%	0.9	12%	-10	-19%[57.1 µM]	CC(C)Cn1c(-c2cc([N+](=O)[O-])ccc2Cl)nc2c1c(=O)[nH]c(=O)n2Cc1ccccc1
-1.0	-10%	8%	3%	0.7	6%	-3	1%	CC(=O)Nc1ccc(NC(=S)NC(=O)c2ccc([N+](=O)[O-])cc2)cc1
0.2	0%	-5%	0%	-2.2	-3%	11	4%	Cn1c(=O)c2c(ncn2CC(=O)OCc2ccccc2)n(C)c1=O
-0.1	-6%	-9%	8%	0.2	-3%	-14	-22%	COc1cc(OC)c(NC(=O)N2CCOCC2)cc1Cl
-0.2	-4%	-8%	9%	-0.3	7%	-8	-2%	CC(C)N1CC(C(=O)Nc2ccc(C#N)cc2)CC1=O (stereo not drawn)
-1.2	-2%	-1%	-5%	-0.2	4%	-6	-1%	Cc1ccc(-c2nc3ccc(Br)cn3c2Cc2cccc(Cl)c2)cc1
1.3	0%	14%	-1%	-4.7	13%	-9	-31%	Cc1cccc(OCC(=O)Nc2ccc3c(c2)nc2n3CCOC2)c1
-1.0	1%	-22%	-19%	-0.6	11%	0	0%	C[C@@H]1CN([C@@H](C)CO)C(=O)c2cccc(NC(=O)Nc3ccc(F)cc3)c2O[C@@H]1CN(C)Cc1ccc(Oc2ccccc2)cc1
-4.4	3%	-2%	6%	-0.5	-1%	-2	1%	CCN(Cc1ccccc1)Cc1c(C)[nH]c2c(C)c(C)ccc2c1=O
-0.9	-11%	-23%	2%	-3.8	7%	-3	-7%	COc1ccc(C2=NS(=O)(=O)N(C)C(C(=O)Nc3ccc(C(C)=O)cc3)=C2)cc1OC
-0.3	-22%	-9%	-5%	0.3	-17%	8	6%[57.1 µM]	CCCCCCOc1ccc(N2C(=O)CC(N3CCN(CCN=CC4C(=O)CC(C)(C)CC4=O)CC3)C2=O)cc1 (stereo not drawn)
-0.7	-21%	-11%	7%	-0.7	14%	-30	-11%	CC(=O)Nc1cc(-c2cccc(NS(C)(=O)=O)c2)cn2c(-c3cccc(C(C)=O)c3)cnc12
-0.3	-1%	-9%	-1%	-3.7	8%	1	-7%	Cc1cc(=O)[nH]c2c1c(-c1ccccc1)nn2C
2.9	-4%	16%	8%	-0.1	3%	0	4%	COc1ccc(S(=O)(=O)N2CCc3ccccc32)cc1C(=O)N1CCN(C=O)CC1
-0.4	-7%	-5%	-6%	-0.5	-1%	-2	-7%	CCn1c(C)nc2cc(C(=O)NN=C(C)c3ccc(C#N)cc3)ccc21
0.3	-8%	-18%	13%	-0.5	7%	4	-2%	CCC(C)c1ccc(NC(=O)c2[nH]c(C)c(C(C)=O)c2C)cc1 (stereo not drawn)
1.2	-2%	8%	2%	0.4	5%	-6	-6%	COc1ccc(S(=O)(=O)Nc2cccc(S(=O)(=O)N(C)C)c2)cc1[N+](=O)[O-]

2 records drawn at random from those above, as already listed:
CCT modulator	PLK1 PBD block	EPAC1 antagonist	EPAC1 ag	IL-2 act	EPAC2 agonist	PI5P4Ka inh	WRN inhibitor	Structure
-0.1	-6%	-9%	8%	0.2	-3%	-14	-22%	COc1cc(OC)c(NC(=O)N2CCOCC2)cc1Cl
-0.1	0%	-28%	1%	0.8	1%	-24	-3%	C/C(CCc1ccc2c(c1)OCO2)=N\N=C1\NC(=O)CC(C(=O)Nc2ccc(C(=O)O)cc2)S1 (stereo not drawn)

Reformatted: 2 of the compounds above
SMILES | CCT modulator | PLK1 PBD block | EPAC1 antagonist | EPAC1 ag | IL-2 act | EPAC2 agonist | PI5P4Ka inh | WRN inhibitor
CCn1c(C)nc2cc(C(=O)NN=C(C)c3ccc(C#N)cc3)ccc21 | -0.4 | -7% | -5% | -6% | -0.5 | -1% | -2 | -7%
COc1cc(OC)c(NC(=O)N2CCOCC2)cc1Cl | -0.1 | -6% | -9% | 8% | 0.2 | -3% | -14 | -22%

Not all compounds are listed. The share of hits here may be higher or lower than overall.
